hERG rescue: hERG rescue from dofetilide block, primary screen, cell-based, CHO-hERG, FluxOR thallium flux, dofetilide IC70; Voltage-gated inwardly rectifying potassium channel KCNH2 (Homo sapiens), Q12809; dofetilide IC70 present; activation (rescue from dofetilide block), less the hit threshold, % at 10 µM; actives 0.51% (n = 310,000); AID 1511, 2009;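 active means activation above the mean of controls blocked by dofetilide plus 5 SD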;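 further: thallium influx through hERG after potassium depolarization seen as dye fluorescence rise; in these data hits start at about 4.7%; inactives centre near -7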
KCNK3 block: human KCNK3 channel inhibitors, primary screen, CHO cells, FluxOR thallium flux, B-score; Potassium channel subfamily K member 3 (Homo sapiens), O14649; FluxOR fluorescence; stronger effect = lower value; B-score at 10 µM; actives 0.84% (n = 340,000); AID 602410, 2012;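 active means B-score under library mean minus 4 SD, starting fluorescence ratio at most library mean plus 5 SD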;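 further: more negative B-score means stronger inhibition of thallium flux through KCNK3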
GSK3beta inhib: human GSK3beta kinase inhibitors, primary screen, biochemical, cell-free homogeneous, HTS; Glycogen synthase kinase-3 beta (Homo sapiens), P49841; GST-GSK3beta kinase, ADP-Glo luminescence, 60 min; stronger effect = lower value; activity score (negative = inhibition), % at 10 µM; actives 0.038% (n = 300,000);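 active means more than half of replicate wells score below -50%, meaning over 50% inhibition versus plate controls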;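 further: 0% = median DMSO wells and -100% = median GW8510 positive control wells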
Target sequence (P49841 whole entry, looked up): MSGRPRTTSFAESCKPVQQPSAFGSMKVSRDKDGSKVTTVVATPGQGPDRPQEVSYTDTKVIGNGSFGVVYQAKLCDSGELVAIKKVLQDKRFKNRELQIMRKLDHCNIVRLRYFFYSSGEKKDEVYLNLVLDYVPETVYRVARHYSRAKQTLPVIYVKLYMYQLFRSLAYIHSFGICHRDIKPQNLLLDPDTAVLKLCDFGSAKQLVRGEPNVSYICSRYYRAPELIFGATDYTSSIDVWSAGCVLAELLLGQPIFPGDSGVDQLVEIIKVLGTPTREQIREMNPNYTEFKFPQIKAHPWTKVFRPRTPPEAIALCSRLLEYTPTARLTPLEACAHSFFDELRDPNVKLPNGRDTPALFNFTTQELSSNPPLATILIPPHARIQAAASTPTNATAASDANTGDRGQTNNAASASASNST
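test system = GST-tagged human GSK3beta kinase, cell-free | reagent = 25 µM ATP with peptide substrate | dosing = one dose of 10 µM per compound | schedule = 60 min reaction, RT | detection = luminescent ADP-Glo measurement of ADP formed | control set = DMSO neutral wells and GW8510 at 20 µM as positive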
GSK3A inh: blockers of GSK3A enzyme activity – biochemical, luminescence, cell-free homogeneous, HTS, primary screen | Glycogen synthase kinase-3 alpha (Homo sapiens), P49840 | GSK-3 alpha kinase, ADP-Glo luminescence, 60 min | inhibition, % at 10 µM | actives 0.1% (n = 320,000) | AID 2650, 2010;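 in the data active means inhibition above about 50%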;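 further: GST-tagged GSK-3 alpha with peptide substrate and 25 µM ATP; 0% = DMSO neutral wells and 100% = GW8510 positive control wells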
KCNQ1 block: inhibitors of human KCNQ1 channel, primary screen, cell-based, thallium flux, high-throughput; CHO-K1 KCNQ1, FluxOR thallium flux fluorescence; stronger effect = higher value; B-score at 10 µM; actives 1.3% (n = 310,000); AID 2642, 2010;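 active means compounds whose thallium flux B-score, printed positive for inhibition, exceeds three library SD while starting fluorescence stays within three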;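 further: channel opened by potassium depolarization with thallium stimulus after 20 min compound exposure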
RGS4 pot: RGS4 potentiators or activators, primary screen, cell-based, HEK293 M3R inducible RGS4, calcium flux; AID 463111, 2010; B-score at 10 µM; actives 0.92% (n = 310,000); carbachol calcium flux Fluo4; stronger effect = lower value;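 active means B-score of the integrated calcium signal more than 4 SD below the library mean, with starting fluorescence not abnormally high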;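 further: negative B-score means reduced calcium response which marks RGS4 activation or potentiation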
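Assay system: Inducible-RGS4 HEK293 cells carrying M3 receptor | Schedule: Compound preincubation 20 min at room temperature before agonist | Signal: Kinetic calcium fluorescence imaging with Fluo4-AM dye, 2 µM | Read-out basis: B score from integrated fluorescence ratio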
DYRK1A inh: rat Dyrk1A kinase inhibitors, primary screen, biochemical, single point, plate reader; Dual specificity tyrosine-phosphorylation-regulated kinase 1A (Rattus norvegicus), Q63470; ADP-Glo luminescence, NFATc1 peptide; inhibition, % at 12.5 µM; actives 0.43% (n = 310,000); AID 504441, 2011; in the data active means inhibition above about 50%;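 further: plate controls were vehicle with enzyme for no effect and no enzyme for full effect; many of its hits are not listed in these tables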
KCNQ1 pot: potentiators or activators of KCNQ1 channel, primary screen, cell-based, thallium flux, high-throughput | Potassium voltage-gated channel subfamily KQT member 1 (Homo sapiens), P51787 | CHO-K1 KCNQ1, thallium flux FluxOR fluorescence; stronger effect = higher value | B-score at 10 µM | actives 0.35% (n = 310,000) | AID 2648, 2010;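 active means fluorescence ratio B-score, a plate-corrected score, at least three library SD, with initial intensity B-score within 5 SD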
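assay system = KCNQ1-transfected CHO-K1 cells | medium = assay buffer with matched DMSO | probe or stimulus = depolarizing K+/Tl+ stimulus, K2SO4 and Tl2SO4 each 12.5 mM in 5x stock | dosing = single dose | incubation = dye 90 min, compound 20 min, room temperature | detection = kinetic FluxOR fluorescence, 10 s baseline plus 110 s post-stimulus | evaluation = ratio B score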
KCNK9 block: KCNK9 potassium channel inhibitors, primary screen, HEK293 cells, thallium flux | Potassium channel subfamily K member 9 (Homo sapiens), Q9NPC2 | FluxOR thallium flux fluorescence; stronger effect = lower value | B-score at 10 µM | actives 1.2% (n = 310,000) | AID 488922, 2010;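 active means ratio B-score over 3 SD below the library mean, with starting fluorescence within 5 SD of its mean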;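 further: negative B-score means less thallium flux so channel inhibition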
Target sequence (Q9NPC2 whole entry, looked up): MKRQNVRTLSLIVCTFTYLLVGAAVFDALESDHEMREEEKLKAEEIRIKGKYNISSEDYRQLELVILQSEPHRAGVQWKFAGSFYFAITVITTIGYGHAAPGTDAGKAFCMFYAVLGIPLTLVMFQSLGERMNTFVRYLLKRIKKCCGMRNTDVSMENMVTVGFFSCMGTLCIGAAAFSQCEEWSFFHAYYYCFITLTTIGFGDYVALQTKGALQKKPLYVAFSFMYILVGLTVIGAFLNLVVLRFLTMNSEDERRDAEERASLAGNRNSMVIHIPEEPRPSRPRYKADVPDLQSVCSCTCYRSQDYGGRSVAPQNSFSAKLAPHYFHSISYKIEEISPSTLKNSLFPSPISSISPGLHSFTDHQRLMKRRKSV
RGS4 inh: RGS4 inhibitors, primary screen, cell-based, HEK293 M3R inducible RGS4, calcium flux. Regulator of G-protein signaling 4 (Homo sapiens), P49798. Fluo-4 calcium flux; stronger effect = higher value; triggered by carbachol at its EC20. B-score at 10 µM. actives 0.45% (n = 310,000). AID 463165, 2010;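 active means B-score, a plate-corrected calcium signal, over three deviations above library mean, with baseline fluorescence within five deviations of library mean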;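 further: RGS4 expression induced by doxycycline in cells with stable M3 receptor; B-score is computed from the integrated fluorescence ratio over baseline after carbachol; higher B-score means a larger calcium signal and so more RGS4 inhibition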
Target sequence (P49798 whole entry, looked up): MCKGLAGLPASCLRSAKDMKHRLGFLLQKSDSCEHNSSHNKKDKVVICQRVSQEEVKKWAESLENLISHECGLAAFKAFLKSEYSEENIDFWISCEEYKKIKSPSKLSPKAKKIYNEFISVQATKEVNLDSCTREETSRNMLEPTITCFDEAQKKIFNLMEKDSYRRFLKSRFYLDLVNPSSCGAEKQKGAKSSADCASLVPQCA
PolyA inhibitor: polyadenylation inhibitors in yeast reporter cells, primary screen, luminescence, S. cerevisiae | calls only at 12 µM | S. cerevisiae SKY197-pL101 polyadenylation reporter, beta-gal luminescence; efflux-impaired pdr1/pdr3 knockout yeast; score 100 = 6 SD above DMSO | actives 0.02% (n = 300,000);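 active means lowest replicate activity score at least 50, where 100 means six control SD above control mean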;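 further: yeast exposed to compound for 9 h at 30 °C; higher score means more reporter readthrough which indicates perturbed polyadenylation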
* = called active by the depositor; i = inactive; · = no result given. Only part of the results is shown (hit frequency here may not be typical).

SMILES | hERG rescue | KCNK3 block | GSK3beta inhib | GSK3A inh | KCNQ1 block | RGS4 pot | DYRK1A inh | KCNQ1 pot | KCNK9 block | RGS4 inh | PolyA inhibitor
CSCCC(NC(=O)c1ccc(Cl)c([N+](=O)[O-])c1)C(=O)N1CCN(C/C=C/c2ccccc2)CC1 (stereo not given) | -14 | i | 0 | 2 | i | i | 11 | i | i | i | i
NC(=O)C1CCN(C(=O)CNC(=O)c2ccccc2)CC1 | -15 | i | 2 | -4 | i | i | 1 | i | i | i | i
CNC(=O)/C(C#N)=C/c1ccc(-c2ccccc2[N+](=O)[O-])o1 | -8 | i | -3 | 0 | i | i | 2 | i | i | i | i
Cc1ccc(NC(=O)Nc2nnc(Cc3ccc([N+](=O)[O-])cc3)s2)cc1 | -2 | i | 1 | -1 | i | i | -4 | i | i | i | i
COC(=O)c1cc(-c2ccc(Br)cc2)n[nH]1 | -2 | i | 0 | 0 | i | i | 14 | i | i | i | i
O=C(Cc1nc(-c2cnccn2)no1)NNC(=O)Nc1ccccc1 | -9 | i | -3 | 4 | i | i | 8 | i | i | i | i
O=C(Cn1cc(C(F)(F)F)ccc1=O)N/N=C/c1ccc(O)cc1 | -10 | i | -1 | -2 | i | i | -10 | i | i | i | i
CCC(C)[C@H](NC(=O)N1CC(=O)Nc2ccccc21)C(=O)N[C@@H](C(=O)O)c1ccccc1 (stereo not given in full) | -5 | i | -3 | · | i | i | -3 | i | i | i | i
O=C(Cc1ccccc1)Nc1ccc2c(c1)CCC2 | 3 | i | -2 | 0 | i | i | · | i | i | i | i
COC(=O)C(=C/C=C/c1cccnc1)C(=O)OC | -13 | i | -1 | -2 | i | i | -1 | i | i | i | i
Cc1cc(CNC(=O)COc2ccc(F)cc2)c2ccccc2n1 | -18 | i | -3 | -2 | i | i | -1 | i | i | i | ·
Cc1cccc(NC(=S)NC(=O)/C=C/c2ccccc2)n1 | -10 | i | 3 | -1 | i | i | -1 | i | i | i | i
CC(C)(C)n1nnnc1C(c1ccc(F)cc1)N1CCC(C(N)=O)CC1 (stereo not given) | 0 | i | 4 | 0 | i | i | 0 | i | i | i | i
CC(C)(C)c1cc(C(=O)N2CCN(c3ncccn3)CC2)ccn1 | -11 | i | 3 | 1 | i | i | 6 | i | i | i | i
COC(=O)C(CCSC)NC(=O)CNS(=O)(=O)c1ccc(F)cc1 (stereo not given) | -15 | i | 3 | -3 | i | i | -3 | i | i | i | i
CC1Cc2ccccc2N1C(=O)CNc1cccc(S(=O)(=O)N2CCCC2)c1 (stereo not given) | -13 | i | 0 | 0 | i | i | 0 | i | i | i | i
Cn1c(-c2ccco2)nc2cc3ccccc3cc21 | -6 | i | -7 | -3 | i | i | 20 | i | i | 8.3* | i
Cc1cccc(C)c1NC(=O)CN1C(=O)N(C)Cc2ccccc21 | -3 | i | -4 | 1 | i | i | -1 | i | i | i | i
Cc1ccc(NC(=O)Cn2nc(C)cc2C)cc1 | -11 | i | -2 | 0 | i | i | -1 | i | i | i | i
CCOC(=O)C1=NNC(C(=O)c2ccc(C)cc2)C1c1ccc(C)cc1 (stereo not given) | -7 | i | 3 | -3 | i | i | 1 | i | i | i | i
CCOC(=O)C1CCN(Cc2nnnn2CCc2ccccc2)CC1 | -13 | i | 1 | 9 | i | i | -5 | i | i | i | i
CCC1C(=O)NCCN1C(=O)c1cc(COc2cc(C)ccc2C)on1 (stereo not given) | -11 | i | 3 | -1 | i | i | -3 | i | i | i | i
O=C(Nc1cccc(NC(=O)c2sc3ccccc3c2Cl)c1)c1ccco1 | -11 | i | 2 | -1 | i | i | 3 | i | i | i | i
Cn1cc(/C=C/C(=O)N2CCCC(C(=O)c3cccc4ccccc34)C2)cn1 (stereo not given) | -8 | i | -4 | · | i | i | 3 | i | i | i | i
Cc1ccc(O)c(C(=O)CC(=O)c2ccc(Cl)cc2)c1 | 5.7* | i | -4 | 6 | i | i | 3 | i | i | i | i
Cc1nn(CCC(N)=O)c2nc(-c3cccs3)cc(C(F)(F)F)c12 | -8 | i | -1 | -1 | i | i | 11 | i | i | i | i
CCOc1ccccc1NC(=S)N1CCN(c2nc(-c3cccc(OC)c3)cs2)CC1 | -26 | i | 0 | -3 | i | i | 3 | i | i | i | i
O=C(CCNS(=O)(=O)c1cccc2nsnc12)NC1CCCc2ccccc21 (stereo not given) | -5 | i | -2 | 0 | i | i | -3 | i | i | i | i
NS(=O)(=O)c1cccc(NC(=O)CSc2ncnc3ccccc23)c1 | -10 | i | 2 | 2 | i | i | 16 | i | i | i | i
Clc1ccc(C(c2nnnn2C2CCCC2)N2CCN(c3nc4ccccc4s3)CC2)cc1 (stereo not given) | 1 | i | -2 | 0 | i | i | 6 | i | i | i | i
COc1ccc(N2C(=O)CSC2c2ccc3c(c2)OCO3)cc1 (stereo not given) | -6 | i | -1 | -1 | i | -7* | -1 | i | i | i | i
CC1(C)CSC(=NCCc2ccccc2)N1 | -11 | i | 0 | 3 | i | i | 0 | i | i | i | i
COc1cccc(C(O)c2nccn2Cc2ccccc2)c1OC (stereo not given) | -6 | i | 0 | 1 | i | i | 2 | i | i | i | i
O=C(CC12CC3CC(CC(C3)C1)C2)N/N=C\c1ccc[nH]1 | -5 | i | 4 | -1 | i | i | -7 | i | i | i | i
Cc1nn(C)c(C(=O)NNC(=S)NCc2ccco2)c1Br | 3 | i | -3 | 0 | i | i | 1 | i | i | i | i
COc1ccccc1NC(=O)c1ccc(NC(=O)CN2CCCC2)cc1 | -8 | i | 2 | 0 | i | i | 1 | i | i | i | i
O=C(NNC(=O)c1cc(Br)c(Br)s1)c1csc(N2CCOCC2)n1 | -13 | i | -1 | 1 | i | i | 4 | i | i | i | i
O=C(/C=C/Nc1ccc(F)cc1F)c1ccc(Br)cc1 | -10 | i | -5 | -1 | i | i | · | i | i | i | i
COc1ccc(-c2ccc(-c3noc(-c4ccccc4F)n3)c(OC)n2)cc1 | -10 | i | 1 | · | i | i | 3 | i | i | i | i
CCN(CC)S(=O)(=O)c1ccc2c(c1)N(CC(=O)N(CCc1ccncc1)C(C)C)C(=O)CO2 | -3 | i | 2 | -4 | i | i | -1 | i | i | i | i

Some of these compounds in order of the GSK3beta inhib value, low to high.
| mol | KCNK3 block | GSK3beta inhib | GSK3A inh | KCNQ1 block | DYRK1A inh | KCNQ1 pot | KCNK9 block | RGS4 inh | PolyA inhibitor |
| --- | --- | --- | --- | --- | --- | --- | --- | --- | --- |
| O=C(/C=C/Nc1ccc(F)cc1F)c1ccc(Br)cc1 | i | -5 | -1 | i | · | i | i | i | i |
| Cc1nn(C)c(C(=O)NNC(=S)NCc2ccco2)c1Br | i | -3 | 0 | i | 1 | i | i | i | i |
| COc1ccccc1NC(=O)c1ccc(NC(=O)CN2CCCC2)cc1 | i | 2 | 0 | i | 1 | i | i | i | i |

Ordered by SMILES length (lowest first): part of the list above
SMILES | hERG rescue | KCNK3 block | GSK3beta inhib | GSK3A inh | KCNQ1 block | RGS4 pot | DYRK1A inh | KCNQ1 pot | KCNK9 block | RGS4 inh | PolyA inhibitor
CC1(C)CSC(=NCCc2ccccc2)N1 | -11 | i | 0 | 3 | i | i | 0 | i | i | i | i
COc1cccc(C(O)c2nccn2Cc2ccccc2)c1OC (stereo not given) | -6 | i | 0 | 1 | i | i | 2 | i | i | i | i
COc1ccc(N2C(=O)CSC2c2ccc3c(c2)OCO3)cc1 (stereo not given) | -6 | i | -1 | -1 | i | -7* | -1 | i | i | i | i

Later entries
SMILES | hERG rescue | KCNK3 block | GSK3beta inhib | GSK3A inh | KCNQ1 block | RGS4 pot | DYRK1A inh | KCNQ1 pot | KCNK9 block | RGS4 inh | PolyA inhibitor
CC[n+]1c(/C=C/c2ccc(N(C)C)cc2)ccc2ccccc21 | -25 | i | -2 | 6 | i | i | 6 | i | -12* | i | i
CN(C)c1ccc(C(CNS(=O)(=O)c2cccc([N+](=O)[O-])c2)N2CCOCC2)cc1 (stereo not given) | -10 | i | -6 | 1 | i | i | 2 | i | i | i | i
O=C(CN1CCN(c2ccccc2F)CC1)Nc1ccc2c(c1)CCC2 | -8 | i | 4 | -2 | i | i | -6 | i | i | i | i
COc1ccc(O)c(/C=N/c2sc(C)c(C)c2C#N)c1 | -15 | i | 0 | -1 | i | i | 6 | i | i | i | i
O=[N+]([O-])c1ccc(OCc2n[nH]c(=S)n2-c2ccccc2)cc1 | -14 | i | -2 | -1 | i | i | -5 | i | i | i | i
Cc1nn(-c2ncc(C(F)(F)F)cc2Cl)c(=O)n1-c1ccccc1F | -4 | i | 1 | -1 | i | i | · | i | i | i | i
CCOC(=O)C1CCCN(C(=O)c2ccc3oc(Cc4ccccc4)nc3c2)C1 (stereo not given) | -12 | i | 3 | -3 | i | i | -1 | i | i | i | i
CC(=O)Nc1nc(C)cs1 | -4 | i | -6 | 0 | i | i | -1 | i | i | i | i
O=C(O)c1cccc(C(=O)O)n1 | -9 | · | -3 | · | i | i | · | i | i | i | i
O=C(Cc1cccc(C(F)(F)F)c1)NCc1cccnc1 | -12 | i | 1 | -2 | i | i | -7 | i | i | i | i
COc1ccccc1NC(=O)CSc1nnc(CCNC(=O)c2ccc(C)cc2)n1C | -9 | i | 0 | 0 | i | i | 0 | i | i | i | ·
CCOC(=O)c1cnc(-c2ccccc2)nc1Oc1ccc(OC)cc1 | -7 | i | -1 | -1 | i | i | 3 | i | i | i | i

Bioassay records (PubChem BioAssay)
